# Kir21 inh: blocks the mouse Kir2.1 inward-rectifier potassium channel. P35561. HEK293-Kir2.1, FluxOR thallium flux fluorescence; stronger effect = lower value. B-score at 10 µM. actives 0.85% (n = 310,000);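 active = fluorescence ratio B-score at or below minus 3 SD of library scores, with starting-brightness B-score within 2 SD, cut at about -4.2 in these data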;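 also: channel flux triggered by added potassium and thallium sulfate stimulus; B-score of peak minus minimum fluorescence over baseline after thallium stimulus; more negative B-score means stronger Kir2.1 block with less thallium influx; some compounds called inactive have numbers as strong as hits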
# Target sequence (P35561 whole entry, looked up): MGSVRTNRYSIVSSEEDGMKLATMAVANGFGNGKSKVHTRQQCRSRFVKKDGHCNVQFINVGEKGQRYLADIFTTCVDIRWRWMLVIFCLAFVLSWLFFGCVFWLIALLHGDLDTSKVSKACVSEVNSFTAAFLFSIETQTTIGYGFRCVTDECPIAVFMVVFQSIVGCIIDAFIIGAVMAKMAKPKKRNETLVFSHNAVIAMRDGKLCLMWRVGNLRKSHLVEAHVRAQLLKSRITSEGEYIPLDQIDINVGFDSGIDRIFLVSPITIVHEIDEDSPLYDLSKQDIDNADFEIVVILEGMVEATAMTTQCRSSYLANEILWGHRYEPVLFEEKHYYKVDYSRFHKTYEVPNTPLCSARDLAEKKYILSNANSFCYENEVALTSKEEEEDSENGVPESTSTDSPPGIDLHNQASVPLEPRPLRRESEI
# KCNQ2 inh: KCNQ2 potassium channel inhibitors, primary screen, cell-based, CHO-K1, FluxOR thallium flux, B-score (AID 2156); O88943; 20 min; stronger effect = lower value; B-score at 10 µM; actives 1.1% (n = 310,000);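 active = fluorescence ratio B-score at most minus 3 library SDs, with starting brightness B-score within 2 library SDs, cut at about -5.5 in these data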
# Active calls of the source: *; i = inactive.
Kir21 inh	KCNQ2 inh	SMILES
-0.01	i	O=[N+]([O-])c1ccc(Cl)c(C2Nc3cccc4cccc(c34)N2)c1
-2.1	i	CCCC1=C(C(=O)OCC)C(c2ccco2)n2ncnc2N1 (stereo not given)
-0.02	i	Cc1ccc(C2C(C(=O)c3cc4ccccc4o3)=C(O)C(=O)N2CCN2CCOCC2)o1 (stereo not given)
-0.01	i	Cc1ccc(-c2nc3ncccn3c2Nc2ccc3c(c2)OCCO3)cc1
1.8	i	COc1ccc(N2CCN(C(=O)CN(C)S(=O)(=O)c3cnc[nH]3)CC2)cc1
-1.4	i	CCc1ccc(N2C(=O)Cc3c2nc(N)c(C#N)c3N)cc1
1	i	O=C1Cc2ccccc2N1c1c(Cl)cccc1Cl
-0.01	i	Cc1c(OCC(=O)N[C@@H](Cc2ccccc2)C(=O)O)ccc2c1oc(=O)c1ccccc12
-1.2	i	CCOC(=O)c1c(CC(C)C)csc1N
1.4	i	COC(=O)/C(=C/c1ccc(OC)cc1)NC(=O)c1ccco1
-2.7	i	CCCOc1ccc([N+](=O)[O-])cc1C1NC(=S)NC(c2ccccc2)=C1C(=O)OCC (stereo not given)
-0.02	i	O=C(COC(=O)c1cccc(O)c1)Nc1nnc(-c2ccccc2)o1
0	i	CCOC(=O)c1[nH]c2ccccc2c1NC(=S)Nc1ccccc1C
-0.78	i	Cn1cc(/C=C2\SC(=S)N(NC(=O)c3ccccc3)C2=O)c2ccccc21
0.2	i	CC(C)CCC(C(=O)O)C(C)CC(=O)NC1CCCCC1 (stereo not given)
-2.6	i	CCN(Cc1ccccc1)S(=O)(=O)c1cc(C(=O)OC)n(C)c1
1.4	i	N#CC1=C(N)Oc2n[nH]c(-c3ccccc3)c2C1c1ccsc1 (stereo not given)
-0.81	i	C[C@H](N)c1nnc(SCc2ccc(Cl)cc2Cl)o1
-0.22	i	CCCCOC(=O)CCn1c(=S)oc2ccccc21
-0.52	i	COC(=O)C1=C(C)NC(=O)NC1c1cccc(OC)c1OCc1ccccc1 (stereo not given)
0.59	i	CC(C)OC(=O)c1sc2nc3c(cc2c1N)C(=O)CCC3
0.02	i	COc1ccc(/C=N/NC(=O)c2cc(C)oc2C)cc1OC
1.1	i	CC(NC(=O)C(=O)N1CCCCC1)C(c1cccs1)N1CCN(c2ccccc2)CC1 (stereo not given)
0.3	i	CCCCOc1ccc(S(N)(=O)=O)cc1
-0.11	i	O=c1[nH]nc(-c2ccc(NCCCO)c([N+](=O)[O-])c2)c2ccccc12
0.1	i	COc1ccc(OC)c(C(=O)c2coc3ccc(O)c(CN(C)C)c23)c1
0	-6*	CCCCC1(Cc2ccc([N+](=O)[O-])cc2)C(=O)N(c2ccccc2)N(c2ccccc2)C1=O
1.5	i	CCNC(=O)C(=O)NCCc1ccc(Cl)cc1
0.47	i	Cn1c(Cc2ccccc2)nnc1SCC(=O)Nc1ccc(N2CCOCC2)cc1
-1.3	i	CC(C)CC(c1nnnn1Cc1ccc(F)cc1)N1CCC(C(N)=O)CC1 (stereo not given)
0.28	i	CC1(C)SC(=S)N(/N=C/c2cccnc2)C1N(O)C(=O)NC1CCCCC1 (stereo not given)
-0.03	i	CCCOc1ccc(CCCN=C(N)N)cc1Cl
-3.3	i	COCCNCCCCOc1ccc(Br)cc1C
0.61	i	COc1cccc(C2c3[nH]c4ccccc4c3C[C@H]3C(=O)N(c4ccccc4C(=O)NCCCN4CCOCC4)C(=O)N23)c1 (stereo not given in full)
-0.49	i	CCOC(=O)c1c(NC(=O)CSc2nc3ccccc3[nH]2)sc2c1CC(C)(C)NC2(C)C
-1.2	i	CS(=O)(=O)/C(C#N)=C\c1cnc(S(=O)(=O)c2ccccc2)s1
0.74	i	Cc1cc(C)n(C(CC(=O)N2CCc3ccccc3C2)C(=O)O)n1 (stereo not given)
-0.59	i	O=C1CC(/C=C/c2cccnc2)=Nc2ccccc2N1
-2.9	i	O=C(NCc1cccc(Cl)c1)c1ccc2nc(N3CCOCC3)sc2c1
0.6	i	CC(C)c1ccc(C2CC(=O)c3cnc(NC(=O)c4ccco4)nc3C2)cc1 (stereo not given)
-0.17	i	Nn1c(SCC(=O)Nc2ccc3c(c2)OCO3)nnc1-c1ccccc1
0.01	i	CCOC(=O)c1ccc(NC(=O)N2CCN(CCc3ccccc3)CC2)cc1
-0.08	i	COc1ccc(C(=O)NC(=S)NNC(=O)COc2ccccc2)cc1
-0.24	i	CC(C)C12CN3CC(C(C)C)(CN(C1)C3(C)C)C2=O
1.6	i	O=c1cnnc(NCc2ccccc2)[nH]1

# Next section, starting with the last 7 of the part before.
Kir21 inh	KCNQ2 inh	SMILES
-2.9	i	O=C(NCc1cccc(Cl)c1)c1ccc2nc(N3CCOCC3)sc2c1
0.6	i	CC(C)c1ccc(C2CC(=O)c3cnc(NC(=O)c4ccco4)nc3C2)cc1 (stereo not given)
-0.17	i	Nn1c(SCC(=O)Nc2ccc3c(c2)OCO3)nnc1-c1ccccc1
0.01	i	CCOC(=O)c1ccc(NC(=O)N2CCN(CCc3ccccc3)CC2)cc1
-0.08	i	COc1ccc(C(=O)NC(=S)NNC(=O)COc2ccccc2)cc1
-0.24	i	CC(C)C12CN3CC(C(C)C)(CN(C1)C3(C)C)C2=O
1.6	i	O=c1cnnc(NCc2ccccc2)[nH]1
0.09	i	CCN1C(=O)N(C)C(N(O)C(=O)NC)C1(C)C (stereo not given)
-1.4	i	COCCn1cnc2c1c(=O)n(CC(=O)OCC#N)c(=O)n2Cc1ccccc1
0	i	CC(C)C[C@H](NC(=O)c1cc2cc(Cl)ccc2n1C)C(=O)N1CCC[C@H]1C(=O)O
-0.53	i	COc1cccc(-n2nnnc2SCC(=O)NCc2ccco2)c1
0.11	i	COc1ccc(CCNC(=O)C2CC(c3cccc(F)c3)=NO2)cc1 (stereo not given)
1.9	i	O=C(COc1coc(CN2CCc3ccccc3C2)cc1=O)Nc1ccc(F)cc1F
1	i	COc1ccc(S(=O)(=O)N2CCOCC2)cc1NC(=O)COc1ncnc2ccccc12
-0.2	i	O=C(NCC1CCCO1)/C(=C/c1ccccc1)NC(=O)c1ccccc1 (stereo not given)
0.99	i	Cc1cc(C)cc(NC(=O)C2CCCN(c3nc(C)cc(C)n3)C2)c1 (stereo not given)
-0.02	i	COCCNC(=O)c1cc(C)ccc1C
-0.02	i	CCc1nnc(NC(=O)CSc2nnc(-c3c[nH]c4ccccc34)n2C)s1
-0.61	i	O=c1[nH]cnc2cc(-c3ccccc3)sc12
1.2	i	COc1ccc(N=C2C(=Nc3ccc(OC)cc3)N(c3ccc(OC)cc3)C(=S)N2c2ccccc2)cc1
-1.1	i	O=C(Nc1nccs1)c1cncc(Br)c1
-0.18	i	CC(C)c1ccc(S(=O)(=O)NC2CCCC2)cc1
-0.02	i	CN(NC(=O)c1ccccc1)c1ncc(C(F)(F)F)cc1Cl
0.5	i	O=C(N/N=C/c1cccs1)c1n[nH]c2c1CCC2
-1.8	i	Cc1ccccc1-c1oc(C)c(C)[n+]1[O-]
0.32	i	CC1(O)c2ccccc2C(=O)N1CCc1ccccc1F (stereo not given)
-0.04	i	c1ccc(Cn2nnc3c(NCCN4CCOCC4)ncnc32)cc1
0.12	i	C=CCN1C(=O)CSC1=Nc1cccc(O)c1
2.5	i	Cc1ccc(CC(=O)Nc2cccc(C)n2)cc1
-0.17	i	CSc1ccc(C2c3[nH]c4ccccc4c3CCN2C(=O)c2ccnn2C)cc1 (stereo not given)
0.51	i	CCOc1ccc(S(=O)(=O)Nc2cc(OC)c(OC)cc2C(=O)O)cc1
-3.2	i	CCOC(=O)CSC1=NC(=O)/C(=C/c2ccc(OC)cc2)S1
1.9	i	COc1ccc(C)cc1NC(=O)COC(=O)c1c(C)noc1C
-1	i	O=S(=O)(NN=C1CCCCC1)c1ccccc1
0.36	i	COc1ccc(C)cc1NC(=O)CCNS(=O)(=O)c1ccc2c(c1)CC(C)N2C(C)=O (stereo not given)
-1.8	i	CCOC(=O)N1CCC(NC(=O)c2ccc3c(c2)sc2nc(-c4ccc(OC)cc4)cn23)CC1
0.51	i	COC(=O)Nc1ccc(S(=O)(=O)NCCCCCC(=O)O)cc1

# Three of the entries above in order of their number in Kir21 inh, descending.
Kir21 inh	KCNQ2 inh	SMILES
1.6	i	O=c1cnnc(NCc2ccccc2)[nH]1
-0.02	i	Cc1ccc(C2C(C(=O)c3cc4ccccc4o3)=C(O)C(=O)N2CCN2CCOCC2)o1 (stereo not given)
-3.3	i	COCCNCCCCOc1ccc(Br)cc1C

# New compounds follow.
Kir21 inh	KCNQ2 inh	SMILES
-0.63	i	CCc1nnc(NC(=O)NC(C)(C)C)s1
1.4	i	O=c1c2ccccc2ncn1C1CCCCC1
-1.3	i	O=C(Nc1ccccc1C(=O)Nc1nnc(C(F)(F)F)s1)c1ccccc1Cl
0.01	i	OC(CCCN1CCCCC1)(c1ccccc1)c1ccccc1
0.01	i	C=CCn1c2ccccc2c2nnc(SCN3C(=O)c4ccccc4C3=O)nc21
0.43	i	CCOc1ccc2ccccc2c1/C=N/NC(=O)CNC(=O)Cc1ccccc1
-0.1	i	Cc1nc(-c2cc(-c3nc(-c4ccc(C(C)(C)C)cc4)no3)no2)cs1
-0.06	i	O=C(CSCc1c[nH]c(=O)[nH]c1=O)OCC(=O)c1ccc(Br)cc1
0.56	i	Cc1cc(C)nc(N2CCN(S(=O)(=O)c3ccc(F)cc3)CC2)n1
-1.9	i	CC(C)Cc1ccc(C(C)C(=O)OCC(=O)c2c[nH]c3ccccc23)cc1 (stereo not given)
0.57	i	COc1ccccc1C(=O)N(NC(=O)Oc1ccccc1)C(C)(C)C
-2	i	COc1ccc(-c2cn(Cc3cccc(OC)c3)nn2)cc1
-6.1*	i	CCOC(=O)C1CCN(Cc2cccc(Oc3ccccc3)c2)CC1
0.14	i	CCC(C(=O)Nc1ccc2c(c1)OCCO2)n1nnc2ccccc2c1=O (stereo not given)
0.91	i	Cc1ccc(C2(C)NC(=O)N(CC(=O)NCc3cccc(Cl)c3)C2=O)cc1 (stereo not given)
-1.4	i	CCn1cc(C(=O)N2CCCC(CO)(Cc3ccccc3C)C2)cn1 (stereo not given)
0.66	i	CC(C)Cn1c(-c2ccco2)n[nH]c1=S
-0.05	i	COCCNS(=O)(=O)c1ccc(F)c(OC)c1
-0.08	i	O=C(O)c1cn(-c2ccccc2)nc1-c1ccc(Cl)cc1
-1.1	i	CC(=O)Nc1ccc([N+](=O)[O-])c(CS(=O)(=O)c2ccc(C)cc2)c1[N+](=O)[O-]
-2.2	i	COCCNC(=O)C(c1ccc(Cl)cc1)N(Cc1ccco1)C(=O)CCC(=O)Nc1ccccn1 (stereo not given)
-2.1	i	Clc1ccc(N=c2ssnc2Cl)cc1
-0.96	i	O=C(NCCCN1CCCC1)[C@H](CSCc1ccccc1)N1Cc2ccccc2C1=O
0.03	i	COc1ccc(NS(=O)(=O)c2cccc(C(=O)NCC(c3ccco3)N3CCCC3)c2)cc1 (stereo not given)
0.89	i	COc1ccccc1/C=C/C(=O)Nc1nc(N)n(-c2ccccc2)n1
1.8	i	Cc1cccc(Nc2c(-c3ccc(N4CCOCC4)cc3)nc3ncccn23)c1
0.91	i	CCNc1nc(NCC)n2c(SCC(=O)NC34CC5CC(CC(C5)C3)C4)nnc2n1
-6.8*	i	CCCc1cc(=O)[nH]c(SCC(=O)c2cc(C)n(CCC)c2C)n1
2.3	i	O=C(CN1CCN(C(=O)c2ccco2)CC1)Nc1ccc2c(c1)OCCO2
-1.5	i	CC(C)NCC(O)COc1ccc2c(c1)CCC2 (stereo not given)
2	i	Cn1c(-c2ccco2)n[nH]c1=S
-0.35	i	Nn1c(COc2ccccc2F)nnc1SCC(=O)NC1CC1
0.94	i	Cc1ccc(C(=O)NCCCN2CCN(CCCNC(=O)c3ccc(C)cc3)CC2)cc1
0.09	i	Cc1ccc(C(=O)N[C@@H](Cc2ccccc2)C(=O)N2CCC3(CC2)NCCc2[nH]cnc23)cc1C
0.66	i	COc1ccc2[nH]c(=O)c(CN(C(C)=O)C3CCCCC3)cc2c1
1.2	i	COc1ccccc1NC(=O)c1ccc2c(O)c(S(=O)(=O)c3ccccc3)c(=O)[nH]c2c1
-0.29	i	Cc1ccc(-c2noc(CNCCCN(C)C)n2)cc1
-1.1	i	CN(C(=O)c1ccc(S(=O)(=O)N2CCCC2)cc1)C1CCCCC1
-0.8	i	CCOc1ccc(-n2nnnc2SCC(=O)NNC(=O)c2ccco2)cc1
-1.2	i	O=C1N=C(N2CCCCC2)S/C1=C\c1ccc(Cl)cc1
-0.1	i	COC(CNc1cc(=O)oc2ccccc12)OC
-1	i	CSC1CCCCC1(O)CSc1nc2c(cc1C#N)CCCC2 (stereo not given)
-0.51	i	Nc1cccnc1Sc1cccc(Cl)c1
0.45	i	COc1cccc(N2CCC(N3CCN(C)C(CCO)C3)CC2)c1 (stereo not given)
0.22	i	CCNC(=O)CC1C(=O)N(c2ccccc2)C(=O)N1CCC(C)C (stereo not given)
-0.9	i	O=C(CSc1ccc(-c2ccco2)nn1)NCCc1ccccc1
0.83	i	Cc1cc(C)nc(NC(=O)c2ccc(C)c([N+](=O)[O-])c2)n1
-1.5	i	CC(=O)NCCOC(=O)c1nn(Cc2ccccc2)c(=O)c2ccccc12
0.64	i	O=C(C[n+]1ccccc1)N/N=C/c1cccs1
1.4	i	CCc1ccc(S(=O)(=O)NC(=S)Nc2ccccc2)cc1
-0.08	i	COc1cc(CNC(C)(C)C)ccc1OCC(=O)NC(C)(C)C
0.01	i	CSc1nnc(SCC2=NNC(=O)SC2)s1
-0.86	i	Cc1ccc(C(=O)NC(C)c2ccncc2)o1 (stereo not given)

# Profiles, quoted from the list. Order of screens: Kir21 inh | KCNQ2 inh
# CC(=O)NCCOC(=O)c1nn(Cc2ccccc2)c(=O)c2ccccc12 is entered as -1.5 | i
# O=C(C[n+]1ccccc1)N/N=C/c1cccs1 is entered as 0.64 | i
# CCc1ccc(S(=O)(=O)NC(=S)Nc2ccccc2)cc1 is entered as 1.4 | i
